# Screening results from PubChem BioAssay.
# Gal4-VP16 FLuc – Gal4-VP16 reporter inhibition counter-screen; Drosophila S2 Gal4-VP16 UAS-luciferase, luminescence, 20 h; Potency, µM (series often up to 53.6 µM), without a hit: at the top dose activity, negative = inhibition, usual class: inhibitors; 310,000 compounds, 3.5% hits; AID 2546;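 further: Gal4-VP16 expression switched on by copper sulfate through the metallothionein promoter; on the % scale 0 is the no-effect control and ±100 the full control effect; nearly all actives have a fitted effect of over 50% in size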
# ELG1 genotoxic – inducers of genotoxicity in HEK293T ELG1-luciferase cells. Potency, µM (titrated, usually from 46 µM), inactives show at the top dose activity change, positive = activation, hits mostly activators. HEK293T ELG1-luciferase reporter, luminescence, 16 h. 330,000 compounds, 1.3% hits; further: % of control where 0% means no effect; nearly all actives have a fitted effect of over 60% in size
#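 Cells (2,000/well) expressing the ELG1-luciferase fusion are dosed by pin tool and kept 16 hr at 37 °C, 5% CO2. Signal comes from ONE-Glo luciferase reagent after 30 min at room temperature.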
# NPC1 prom act – activates the NPC1 promoter; 320,000 compounds, 2.4% hits; Huh7 NPC1 promoter luciferase reporter, 24 h; Potency, µM (doses to about 9.22 µM), inactives show top-dose activation, hits mostly activators;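 further: % of control where 0% means no effect; nearly all actives have a fitted effect of over 60% in size; reporter is driven by a mutant NPC1 promoter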
#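 NPC1 promoter–luciferase Huh7 cells; 24 h compound; luminescence.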
# uPA surface inh – cell surface uPA generation inhibition. cell surface uPA generation assay, qHTS. Potency, µM (doses to about 38.3 µM), for the others: at the top dose activity change, negative = inhibition, usual class: inhibitors. 330,000 compounds, 0.31% hits; active means well fitted inhibition curve with a large enough effect; inconclusive means small, poorly fitted or top-dose-only effect; inactive means no such curve, though single readings can be large or run the other way; tested in mouse RAW 264.7 cells; further: on the % scale 0 is the no-effect control and ±100 the full control effect; nearly all actives have a fitted effect of over 55% in size
# RORg inh – ROR gamma (mouse) transcription inhibition; P51450; Drosophila S2 Gal4-RORgamma UAS-luciferase reporter, 20 h; Potency, µM (highest dose often 53.6 µM), inactives show at the top dose activity change, negative = inhibition, actives largely listed as inhibitors; 310,000 compounds, 5.4% hits; AID 2551; further: on the % scale 0 is the no-effect control and ±100 the full control effect; nearly all actives have a fitted effect of over 60% in size
# Target sequence (P51450 whole entry, looked up, the tested form may be a part): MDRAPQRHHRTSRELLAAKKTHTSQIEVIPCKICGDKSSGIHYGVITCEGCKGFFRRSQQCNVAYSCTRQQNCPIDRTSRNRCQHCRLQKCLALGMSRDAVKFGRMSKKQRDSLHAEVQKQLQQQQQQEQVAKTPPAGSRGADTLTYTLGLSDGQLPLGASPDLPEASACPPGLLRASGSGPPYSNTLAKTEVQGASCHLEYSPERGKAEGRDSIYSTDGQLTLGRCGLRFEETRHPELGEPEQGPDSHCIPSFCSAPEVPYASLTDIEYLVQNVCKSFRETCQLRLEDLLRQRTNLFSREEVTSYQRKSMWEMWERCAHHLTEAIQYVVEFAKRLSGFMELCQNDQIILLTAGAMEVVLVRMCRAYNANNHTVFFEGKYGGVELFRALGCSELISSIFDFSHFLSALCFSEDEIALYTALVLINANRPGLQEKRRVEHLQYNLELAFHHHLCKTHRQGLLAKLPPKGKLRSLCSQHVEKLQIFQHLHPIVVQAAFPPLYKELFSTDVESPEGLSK
#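 Using a luciferase readout, inhibitors were identified by reduced reporter activity in Drosophila cells coexpressing a copper-inducible Gal4–ROR gamma fusion and UAS-driven Photinus luciferase, incubated 20 hr after 700 uM copper sulfate.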
# BRCA1 expr up – increases BRCA1 expression. Potency, µM (top dose mostly 46.1 µM), for inactives: at the highest dose activation, actives largely listed as activators. 380,000 compounds, 1.1% hits. MCF7-BRCA1-FFLuc reporter, luminescence, 48 h; response scale: scaled: vehicle 0%, 10 µM genistein 100%; further: nearly all actives have a fitted effect of over 80% in size; some results filed as inactive show a strong effect at the top dose
#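 MCF7-BRCA1-FFLuc, 2000 cells/well; 2 h attach, 37 °C/5% CO2; compound 48 h; luciferase substrate 15 min; luminescence end-point. Norm. to genistein 10 microM max activation and DMSO; concentration-response curves fitted.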
# p53 reactivator – restores transcriptional activity of mutant p53 | H1299 p53-A138V BP100-luciferase reporter, luminescence, 24 h | Potency, µM (highest dose often 92.2 µM), inactives show at the top dose activity change, positive = activation, actives largely listed as activators | 320,000 compounds, 0.063% hits; further: % of control where 0% means no effect; nearly all actives have a fitted effect of over 45% in size
#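 H1299 (p53-null), stable ts p53-A138V + BP100-Luc; 1000 cells/well, Opti-MEM/10% FBS; cpd 4 pt, 1:5; 24 h, 37 deg C, 5% CO2; detection reagent 10 min RT; luminescence.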
# FLuc counter – inhibits or activates purified firefly luciferase, miR-21 counter-screen. P08659. purified FLuc, Km substrates, luminescence inhibition. Potency, µM (doses to about 57.5 µM), for the others: at the highest dose activity change, negative = inhibition, usual class: inhibitors. 360,000 compounds, 6.9% hits. AID 588342;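 further: plate controls were vehicle for no effect and reference inhibitor for full effect; nearly all actives have a fitted effect of over 55% in size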
# Target sequence (P08659 whole entry, looked up): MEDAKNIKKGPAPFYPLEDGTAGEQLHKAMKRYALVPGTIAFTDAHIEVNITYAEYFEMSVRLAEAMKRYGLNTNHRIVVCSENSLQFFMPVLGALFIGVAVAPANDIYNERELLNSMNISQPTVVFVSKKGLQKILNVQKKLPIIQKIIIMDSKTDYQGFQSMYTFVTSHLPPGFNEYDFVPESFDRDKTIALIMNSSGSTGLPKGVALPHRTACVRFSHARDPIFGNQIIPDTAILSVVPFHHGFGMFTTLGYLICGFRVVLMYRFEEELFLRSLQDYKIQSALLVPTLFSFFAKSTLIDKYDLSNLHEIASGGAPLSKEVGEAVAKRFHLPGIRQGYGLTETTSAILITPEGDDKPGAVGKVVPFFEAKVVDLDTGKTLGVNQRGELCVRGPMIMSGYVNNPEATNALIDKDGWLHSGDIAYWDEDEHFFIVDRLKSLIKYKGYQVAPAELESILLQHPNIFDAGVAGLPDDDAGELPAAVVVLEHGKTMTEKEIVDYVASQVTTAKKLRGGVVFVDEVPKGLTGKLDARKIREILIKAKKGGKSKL
#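 Purified P. pyralis luciferase, 10 nM final, with Km-level 10 uM D-luciferin and 10 uM ATP in 50 mM Tris acetate pH 7.5, 10 mM Mg acetate, 0.01% Tween-20, 0.05% BSA; 6-point qHTS titration about 60 µM downward; luminescence read.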
# Rab9 prom act – Rab9 promoter activation. Potency, µM (series often up to 9.22 µM), without a hit: at the top dose activation, negative = inhibition, hits mostly activators. 320,000 compounds, 2.8% hits. Huh7 Rab9 promoter-luciferase reporter, luminescence, 24 h; further: % of control where 0% means no effect; nearly all actives have a fitted effect of over 60% in size
#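 Luminescence from Amplite-detected luciferase (10 minutes, ambient) reports Rab9 promoter activation. Before that, stable Rab9-luciferase Huh7 cells (1500/well, reduced-serum OP-MEM I plus 10% FBS) were exposed to compound for 24 hours at 37C.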
# MBNL1 CUG block – inhibitors of human MBNL1 binding to CUG repeat RNA; Q9NR56; 280,000 compounds, 0.036% hits; TR-FRET MBNL1-His/biotin-(CUG)12 binding, 665/545 ratio; Potency, µM (highest dose often 57.5 µM), inactives show at the top dose activity change, negative = inhibition, usual class: inhibitors; active means well fitted inhibition curve with a large enough effect in the signal ratio, with a control signal flat, not every such curve was filed as active; inconclusive means small, poorly fitted or top-dose-only effect, or effect the other way, or a change in a side signal; inactive means no such curve, though single readings can be large or run the other way; the % refers to the signal ratio; further: on the % scale 0 is the no-effect control and ±100 the full control effect
#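 Compounds (final 92 nM to 58 uM) are added to His-tagged MBNL1 and biotin-(CUG)12, then terbium anti-His antibody and streptavidin-XL665 (5 nM final). After 60 min at room temperature, the 665/545 nm ratio is read.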
# Starred values were filed as active, the others as inactive; ? = inconclusive; . = not tested or not shown; [ ] = dose if it differs, or a comment. Unless noted, the call rests on the fitted dose curve; in most records, active means well fitted curve in the direction sought with a large enough effect; inconclusive means small, poorly fitted or top-dose-only effect, or another doubt; inactive means no such curve, though single readings can be large; an effect the other way counts as inactive or inconclusive. Potency means the concentration at half of the fitted maximal effect.
SMILES,Gal4-VP16 FLuc,ELG1 genotoxic,NPC1 prom act,uPA surface inh,RORg inh,BRCA1 expr up,p53 reactivator,FLuc counter,Rab9 prom act,MBNL1 CUG block
CC[C@]12c3[nH]c4cc(CCC(=O)N(C)C)ccc4c3CCN1C(=O)[C@@H](CC(=O)NCC13CC4CC(CC(C4)C1)C3)C[C@@H]2C(=O)N1CCN(C(=O)c2ccco2)CC1,.,?,.,-26.7%,.,-0.7%,-7.0%,.,.,.
O=C(c1ccco1)N1CCN(C(=S)Nc2ccc(F)cc2)CC1,1.1%,-2.2%,-1.4%,-9.9%,0.4%,-5.1%,14.1%,1.2%,-3.5%,9.8%
Cc1cc(C)cc(-n2nnn(C3C/C(=N/NC(N)=S)C4OCC3O4)c2=S)c1 (stereo unspecified),-0.5%,?,1.2%,-2.9%,?,-34.0%,7.2%,0.3%,4.9%,-14.5%
CCOc1ccc(C(=O)COC(=O)c2cc(=O)[nH]c3ccccc23)cc1,.,1.1%,-1.1%,-0.5%,.,1.1%,26.6%,1.35µM*,1.9%,.
Nc1nc(CSC(=S)N2CCN(c3ccccc3)CC2)nc(Nc2ccc(F)cc2)n1,-17.4%,-10.6%,-3.7%,3.7%,5.3%,-42.0%,-11.8%,0.8%,2.0%,-7.5%
CCN(CCCNC(=O)CCC(=O)N1CCOc2ccccc21)Cc1ccccc1,-3.0%,0.0%,0.4%,1.5%,-23.0%,-1.5%,.,-0.4%,1.2%,-2.9%
O=C(/C=C/c1ccc(OCCCF)cc1)Nc1ccnc(-c2cccnc2)n1,-21.9%,-5.5%,-1.8%,2.4%,6.9%,-15.7%,0.5%,?,-0.6%,47.8%[activator]
CN(c1ccc(Br)cc1)S(=O)(=O)c1ccc2[nH]cc(C(=O)NCCN3CCOCC3)c(=O)c2c1,2.7%,-9.9%,-1.6%,-0.9%,20.6%,-9.3%,12.8%,1.3%,-0.8%,-2.1%
O=C(NCCCn1ccnc1)Nc1cccc(Cl)c1,5.7%[0.365 µM],-0.6%,0.4%,2.5%,7.8%,-3.5%,-4.0%,-1.7%,-9.3%,-2.1%
Cc1cc(NS(=O)(=O)c2ccc(NC(=O)/C=C/c3ccccc3)cc2)no1,-2.4%,4.1%,2.3%,0.4%,1.3%,8.0%,4.4%,?,-0.1%,15.1%
O=C(NC(=S)Nc1ccccn1)c1cccc([N+](=O)[O-])c1,?,?,1.26µM*,-1.5%,3.55µM*,?,?,23.9µM*,1.58µM*,.
CCc1cccc2c(C(=O)CN3C(=O)NC(C)(c4cccc5ccccc45)C3=O)c[nH]c12 (stereo unspecified),-17.4%,-4.4%,-2.5%,-12.8%,?,-84.8%,-3.6%,-19.9%,-4.4%,9.2%
CCc1nonc1NC(=O)COc1ccc(Cl)c(C)c1,-9.8%,2.6%,-3.0%,-4.5%,-1.5%,-28.2%,3.4%,?,-5.8%,2.7%
O=C(Nc1ccccc1)c1cccc(=O)o1,-0.7%,5.6%,1.1%,-1.7%,5.2%,0.0%,-2.9%,0.0%,2.4%,?
COc1ccc(C(C(=O)NC2CCCCC2)N(C(=O)CCl)c2ccc(Cl)cc2)cc1 (stereo unspecified),?,-17.0%,-40.0%[inhibitor],-10.2%,?,-86.1%,-18.5%,4.1%,-43.3%[inhibitor],.
Cn1c(=O)[nH]c(=O)c2c1nc(SCCCO)n2CCCc1ccccc1,29.4%,26.3%,6.0%,-10.0%,?,-20.6%,.,0.6%,0.2%,-7.6%
O=C(Nc1c(Cl)cccc1Cl)C1CCN(C(=O)c2cccs2)CC1,8.3%,-4.0%,-0.8%,-0.5%,-4.7%,-22.7%,-0.7%,2.0%,1.5%,4.4%
COc1ccccc1N1CCN(C2CCN(C(=O)c3cc(OC)c(OC)c(OC)c3)CC2)CC1,-4.5%,0.4%,0.2%,-3.2%,-2.0%,-0.2%,-6.3%,2.3%,-6.3%,1.9%
CCOc1cc(/C=C/C(=O)OCC(=O)NCCN2C(=O)CSC2=O)ccc1OCC(C)C,.,0.1%,0.0%,-8.4%,.,21.1%,-1.1%,0.5%,18.5%,.
CCn1cc(CNC(=O)c2cc(-c3cc(OC)ccc3OC)nc3ccccc23)c(C)n1,-8.4%,-3.5%,0.2%,-5.1%,31.0%,-12.7%,-19.6%,5.5%,-5.2%,4.2%

# Part of the list above, with two lines to a compound.
# Below each compound – Gal4-VP16 FLuc	ELG1 genotoxic	NPC1 prom act	uPA surface inh	RORg inh	BRCA1 expr up	p53 reactivator	FLuc counter	Rab9 prom act	MBNL1 CUG block
> CN(c1ccc(Br)cc1)S(=O)(=O)c1ccc2[nH]cc(C(=O)NCCN3CCOCC3)c(=O)c2c1
  2.7%	-9.9%	-1.6%	-0.9%	20.6%	-9.3%	12.8%	1.3%	-0.8%	-2.1%
> O=C(Nc1c(Cl)cccc1Cl)C1CCN(C(=O)c2cccs2)CC1
  8.3%	-4.0%	-0.8%	-0.5%	-4.7%	-22.7%	-0.7%	2.0%	1.5%	4.4%

# Continuation:
SMILES,Gal4-VP16 FLuc,ELG1 genotoxic,NPC1 prom act,uPA surface inh,RORg inh,BRCA1 expr up,p53 reactivator,FLuc counter,Rab9 prom act,MBNL1 CUG block
O=C(O)CCN1C(=O)c2ccc(NC(=O)CCc3ccccc3)cc2C1=O,-1.5%,0.1%,-1.7%,3.6%,-3.1%,-8.4%,.,-2.8%,-1.1%,?
Cc1ccc(C(=O)Nc2cccc(NC(=O)c3ccc(C)c([N+](=O)[O-])c3)n2)cc1[N+](=O)[O-],1.7%,-1.1%,-4.7%,-0.9%,6.0%,-18.1%,14.9%,-19.3%,-2.0%,6.2%
CNC(=O)COC(=O)/C=C/c1cccs1,-1.7%,3.3%,-9.4%,-14.0%,-13.3%,-15.2%,4.7%,-3.1%,0.3%,.
CCOC(=O)c1nnn(-c2nonc2N)c1CNC(C)C,3.9%,0.0%,2.6%,-0.4%,0.2%[10 µM],-0.8%,-2.3%,1.6%,?,-8.2%
Cc1cc(C)c(C)c(S(=O)(=O)N2CCC(C(=O)NNC(=O)c3ccccc3O)CC2)c1C,.,-1.2%,-2.8%,-5.1%,.,-84.3%[inhibitor],-1.8%,-2.0%,-11.7%,.
Cc1ccc(-n2ncc3c(NNC(=O)c4ccco4)ncnc32)c(C)c1,?,16.3%,-0.1%,4.8%,11.2µM*,11.6%,7.2%,?,-1.6%,1.4%
CCOC(=O)C1CCN(C(=O)Cn2nc(C)n3nc(-c4ccc(OC)cc4)cc3c2=O)CC1,-19.1%,-7.2%,-4.8%,-11.7%,-9.9%,-5.4%,1.2%,?,-0.8%,0.6%
COc1cc(S(=O)(=O)NCc2ccccc2)ccc1F,-3.4%,-0.6%,-2.5%,3.8%,-1.2%,-13.8%,0.8%,0.4%,-3.2%,1.5%
CCN(CC)S(=O)(=O)c1ccc2c(c1)c(=O)c(C(=O)NCc1ccco1)cn2C,4.5%,-4.6%,-1.1%,-0.6%,4.5%,-5.4%,1.3%,0.8%,-5.0%,2.9%
O=C(CCC1CCN(C(=O)c2ccccc2Cl)CC1)NCc1ccc(F)cc1,19.0%,-6.9%,-6.2%,-6.0%,-2.4%,6.5%,-9.7%,1.6%,-7.2%,-1.3%
O=C(O)c1cc2n(n1)C(C(F)(F)F)CC(c1ccco1)N2 (stereo unspecified),-6.0%,.,.,-0.3%,2.0%,-21.8%,.,0.9%,.,0.1%
CCOC(=O)C1CCCN(c2c(Nc3ccc(OCC)cc3)c(=O)c2=O)C1 (stereo unspecified),3.1%,1.3%,-2.4%,-12.3%,13.1%,-8.6%,-7.8%,8.0%,-5.7%,?
Oc1ccc(/C=N/N(c2ccccc2)c2ccccc2)cc1O,3.8%,-13.9%,-0.8%,-8.0%,?,11.3%,-2.2%,1.3%,3.8%,-10.8%
Cc1cc(C)nc(NS(=O)(=O)c2ccc(NC(=O)c3ccc(S(=O)(=O)N4CCOCC4)cc3)cc2)n1,2.2%,1.6%,0.4%,.,?,-3.5%,0.5%,-1.8%,0.0%,5.3%
Cc1cc(C)n(CC(O)COc2ccccc2C(=O)Nc2ccccc2)n1 (stereo unspecified),11.9%,-10.4%,11.3%,5.0%,11.4%,0.9%,-5.3%,-0.7%,-2.1%,-11.9%
COCCn1c(C)cc(C(=O)COc2ncnc3ccc(Br)cc23)c1C,-2.7%,4.5%,-2.2%,6.2%,11.8%,-8.0%,5.6%,-17.5%,-0.9%,35.5%[activator]
Fc1ccc2nc(N3CCOCC3)sc2c1,-0.3%,?,?,-2.9%,16.2%,11.2µM*,8.3%,?,?,-11.3%
COc1ccccc1CCc1nnc(CCC(=O)N(C)Cc2ccncc2C)o1,-0.6%,-0.9%,-0.5%,-0.3%,15.1%,3.8%,2.4%,2.4%,1.7%,-5.6%
COc1cccc(NC(=O)Cn2c3ccc(F)cc3c3nc4n(c(=O)c32)CCCS4)c1,-3.7%,1.1%,-3.1%,6.5%,10.6%,-19.3%,-2.1%,0.9%,1.9%,3.4%
Cc1ncc(CN2CCN(CCC(C)C)C(CCO)C2)s1 (stereo unspecified),2.1%,0.2%,-2.1%,3.0%,1.6%,-12.8%,-3.2%,0.3%,-6.8%,0.4%
O=C(NCCCN1CCOCC1)c1cc(-c2cccc(Br)c2)nc2ccccc12,-17.9%,-12.7%,0.7%,3.9%,-42.5%,-14.1%,-2.7%,-14.2%,-3.3%,3.4%
